# DNMT1 block: DNMT1 (human) enzyme inhibition. P26358. DNMT1 molecular beacon, Hinp1I cleavage, fluorescence. inhibition (reported as % activation of signal), % at 10 µM. 360,000 tested, 0.83% active. AID 588458; in the data active = inhibition above about 50%
# STEP block: inhibitors of human striatal-enriched phosphatase STEP; P54829; recombinant STEP, OMFP fluorogenic substrate, fluorescence; inhibition, % at 20 µM; 360,000 tested, 0.25% active; AID 588621;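 active = inhibition at 20 µM, scaled per plate between control wells, above about 37%, limit read from the data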;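 note: 0% = DMSO with enzyme and substrate and 100% = substrate only without enzyme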
#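 System: STEP phosphatase, cell-free reaction; Buffer or medium: Bis-Tris pH 6.0 buffer with DTT, detergent; Incubation: 20 min at room temperature, dark; Measured by: fluorescence, 480/540 nm.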
# SKN-1 inh: C. elegans SKN-1 inhibition; C. elegans VP596 Pgst-4::GFP/RFP ratio, acrylamide-induced, 24 h; inhibition, % at 21.8 µM; 360,000 tested, 0.49% active; AID 624304;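 active = interference check ratio from 0.5 to 1.5 plus GFP to RFP signal ratio inhibition reaching or exceeding a fixed threshold, cut at about 30% in these data, passing the limit was not always enough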; note: some compounds called inactive have numbers as strong as hits
# NRP1-CendR mod: modulators of CendR peptide binding to human neuropilin-1. AID 602438. 360,000 tested, 0.85% active. inhibition, % at 25 µM. FAM-RPARPAR peptide binding to NRP-1, fluorescence polarization;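 active = inhibition or corrected inhibition above about 18%, plus a signal ratio from 0.5 to 1.5, limit read from the data, passing the limit was not always enough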; note: strong numbers were not always called active
# LMPTP block: blocks human LMPTP phosphatase; P24666; recombinant LMPTP-A, OMFP fluorogenic substrate, fluorescence intensity; inhibition, % at 20 µM; 360,000 tested, 0.22% active; AID 651560;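 active = compounds that cut the enzyme signal by at least half of the control window in the single-dose screen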;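 note: plate controls were DMSO wells with enzyme plus substrate for no effect and substrate without enzyme for full effect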
# Target sequence (P24666 whole entry, looked up): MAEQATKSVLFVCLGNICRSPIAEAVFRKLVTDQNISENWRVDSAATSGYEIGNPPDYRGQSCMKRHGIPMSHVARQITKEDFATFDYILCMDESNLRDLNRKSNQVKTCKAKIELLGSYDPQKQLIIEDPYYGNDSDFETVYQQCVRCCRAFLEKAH
#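 material = LMPTP-A | quantity = 0.625 nM enzyme | reagent = OMFP substrate, 400 µM final | buffer or medium = Bis-Tris pH 6.0, DTT, detergent | detection = endpoint fluorescence intensity from OMFP dephosphorylation | dosing = single 20 µM dose | read-out basis = % inhibition relative to no-enzyme and uninhibited control wells | control set = no-enzyme and uninhibited controls | timing = 50 min at room temperature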
# Neddylation inh: cullin neddylation inhibition. P61081+Q13564. TR-FRET cullin neddylation, biochemical. calls only at 25 µM. 360,000 tested, 0.58% active; in the data active = inhibition above about 36%
# Target sequence (P61081 whole entry, looked up): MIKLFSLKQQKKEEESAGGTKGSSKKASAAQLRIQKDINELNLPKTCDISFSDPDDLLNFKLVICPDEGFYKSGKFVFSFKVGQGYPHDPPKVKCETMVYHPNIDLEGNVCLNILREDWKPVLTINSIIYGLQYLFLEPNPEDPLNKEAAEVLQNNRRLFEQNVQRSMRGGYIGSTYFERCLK
# Target sequence (Q13564 whole entry, looked up): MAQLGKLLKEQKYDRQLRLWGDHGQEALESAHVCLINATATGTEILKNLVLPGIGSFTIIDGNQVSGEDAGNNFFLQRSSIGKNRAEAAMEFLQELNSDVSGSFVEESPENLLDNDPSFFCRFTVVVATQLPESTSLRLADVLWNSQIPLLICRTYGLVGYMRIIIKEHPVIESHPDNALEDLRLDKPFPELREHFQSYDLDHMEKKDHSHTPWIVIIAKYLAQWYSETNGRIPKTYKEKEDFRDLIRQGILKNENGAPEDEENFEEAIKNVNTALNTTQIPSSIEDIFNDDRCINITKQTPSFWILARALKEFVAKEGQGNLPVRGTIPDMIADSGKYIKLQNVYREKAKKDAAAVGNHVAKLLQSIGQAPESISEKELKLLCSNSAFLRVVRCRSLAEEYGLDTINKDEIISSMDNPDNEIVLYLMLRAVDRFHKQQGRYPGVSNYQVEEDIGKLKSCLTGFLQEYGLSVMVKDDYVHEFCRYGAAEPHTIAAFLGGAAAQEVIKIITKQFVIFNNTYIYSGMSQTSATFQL
# SUMO1 PPI mod: alters human SUMO1 binding to SIM partners. AID 602429. 360,000 tested, 0.33% active. P63165. SUMO1 binding to a labelled peptide, TR-FRET, 1 h. inhibition, % at 20 µM; in the data active = inhibition above about 37%
# TbMetRS inhib: blocks T. brucei methionyl-tRNA synthetase activity; purified T. brucei MetRS, ATP depletion, Kinase-Glo luminescence; inhibition, % at 11.9 µM; 360,000 tested, 0.4% active; AID 624268;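 active = inhibition above a per-plate cutoff of the control wells' mean inhibition plus 3 SD, cut at about 5.5% in these data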;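 note: 0% = DMSO wells median and 100% = median of wells with control inhibitor compound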
#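 Assay system: T. brucei methionyl-tRNA synthetase, purified | Medium: HEPES buffer with MgCl2, KCl, DTT, spermine, BSA, pyrophosphatase | Compound: 11.9 µM single point | Incubation: 15 min enzyme-compound preincubation, 2 h reaction, 10 min detection, 25 °C | Measured by: Kinase-Glo luciferase luminescence reporting remaining unconsumed ATP | Measure: % inhibition normalized to control-well medians | Replication: Singlicate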
# Scp-1 inhibitor: Scp-1 (human) phosphatase inhibition. Q9GZU7. Recombinant Scp1, phosphopeptide, malachite green phosphate absorbance. inhibition, % at 20 µM. 340,000 tested, 0.88% active. AID 493091;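 active = inhibition above about 50% at 20 µM, limit read from the data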;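 note: plate controls were DMSO wells with enzyme for no effect and wells lacking enzyme for full effect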
# Target sequence (Q9GZU7 76-261 limits assumed): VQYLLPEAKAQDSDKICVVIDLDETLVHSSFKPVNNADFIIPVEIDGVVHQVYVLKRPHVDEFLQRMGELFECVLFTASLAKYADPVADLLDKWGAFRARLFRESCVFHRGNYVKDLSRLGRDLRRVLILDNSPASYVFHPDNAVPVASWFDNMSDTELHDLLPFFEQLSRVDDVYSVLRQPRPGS
#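 Test system – truncated SCP-1 phosphatase (76-261aa) · Reagent – Phosphorylated 17-residue peptide substrate · Incubation – 45 min room-temperature reaction, 5 min colour, 30 min stabiliser · Detection – colorimetric phosphate reagent with accelerator and stabiliser, absorbance at 630 nm · Measure – % inhibition at 20 µM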
# NadD inh: inhibitors of Staphylococcus aureus NadD; purified NadD enzyme, colorimetric absorbance read-out; inhibition, % at 20 µM; 360,000 tested, 0.78% active; AID 602399; in the data active = inhibition above about 26%; note: some compounds past the cut are filed as inactive
# Numbers without * were called inactive; i = inactive; . = not tested or not shown; + = active, no number.
Compound	DNMT1 block	STEP block	SKN-1 inh	NRP1-CendR mod	LMPTP block	Neddylation inh	SUMO1 PPI mod	TbMetRS inhib	Scp-1 inhibitor	NadD inh
CCO[C@@H]1OC(C(=O)N2CCN(Cc3ccccc3)CC2)=C[C@H](c2cn(C(C)=O)c3ccccc23)[C@H]1CCCO	-0.9	-0.6	3.7	0.3	0.8	i	-0.2	-0.2	-1.0	-3.5
CCCN(CC(=O)Nc1ccccc1OC)C(=O)c1cnc(Cl)c(Cl)c1	2.0	3.1	29.3	6.9	-0.6	i	4.8	-0.1	-7.7	-3.9
C/C(=N\NC(=S)NCc1ccccc1)c1ccc(Br)cc1	-0.6	1.1	-0.3	3.9	2.3	i	3.3	-0.4	-18.4	-6.3
CCCCSc1nc(C)c(C(C)=O)cc1C#N	2.0	1.4	-1.8	10.2	0.8	i	-2.9	-1.0	-3.3	-2.5
CCOc1ccc(Cl)cc1-c1cc(C(=O)NCc2cc(C(F)(F)F)cc(C(F)(F)F)c2)[nH]n1	-1.3	-2.0	-23.2	-6.1	1.5	i	-0.2	0.3	.	-0.1
CC1=NN(c2nc(N)nc(/C(C#N)=C/c3ccc([N+](=O)[O-])o3)n2)C(C)(C)C1	53.9*	7.0	70.1	-172.6	2.7	i	-12.9	-0.2	64.1*	13.1
COc1cccc(N2CCN(c3ccc(S(=O)(=O)N4CCN(C)CC4)cc3[N+](=O)[O-])CC2)c1	-2.9	2.4	15.6	-0.8	-0.7	i	-33.8	-0.3	-2.7	-3.7
Cc1onc(-c2c(F)cccc2Cl)c1C(=O)NCC1COc2ccccc2O1 (stereo not drawn)	-0.8	-1.5	-3.6	0.1	-1.3	i	-1.4	-0.9	-4.2	-5.0
COc1ccc(O)c(C2(O)C(=O)c3ccccc3C2=O)c1	1.6	-3.7	-17.6	12.5	-0.3	i	0.4	-0.4	-0.7	-6.1
C=CC[C@@H](Cc1ccc(F)cc1)C(=O)OC[C@@H]1CCCN1C(=O)[C@H](CC=C)CC(=O)N(CCO)Cc1ccccc1	-2.1	0.1	9.6	10.6	0.6	i	4.8	0.3	-14.5	-11.7
Cc1ccc(S(=O)(=O)N(C)CC(=O)OCC(=O)NCCc2ccc(S(N)(=O)=O)cc2)cc1	3.5	-1.0	-5.2	-1.5	-3.9	i	-3.8	-0.3	-1.8	-0.7
CCOC(=O)[C@]12CCC=C1N(Cc1ccc3c(c1)OCO3)C(=O)[C@H](CC(=O)NCCCOC)C2	.	.	-6.9	1.4	-0.8	i	-2.3	-0.1	.	6.6
Cc1cc(C)nc(N2CCCC(C(=O)NCCC3=CCCCC3)C2)n1 (stereo not drawn)	2.1	-2.6	-1.4	-10.5	-0.3	i	-0.8	0.1	-3.8	-2.7
Cc1ccccc1CN1CCN(Cc2ccccc2C(F)(F)F)CC1	2.4	2.3	5.1	2.6	-1.0	i	3.3	-1.1	-10.7	-4.4
O=C(Cn1nnc(-c2ccccc2)n1)Nc1ccc2c(c1)OCO2	2.2	-7.9	-15.5	-3.4	-1.4	i	-4.7	2.5	10.8	-5.8
O=C1NC[C@H](CCCCN2C[C@@H](Cc3ccccc3)N(CCC3CCCCC3)C(=O)C2=O)N(CCC2CCCCC2)C1=O	.	.	3.9	-21.5	5.6	i	11.2	-0.2	.	22.1
CC(=O)c1cccc(NC(=S)Nc2ccc(F)cc2)c1	0.5	0.6	-6.2	-24.2	-1.3	i	4.7	-0.6	-1.2	-1.0
N#CC1=C(N)Oc2cc(O)ccc2C1c1ccncc1 (stereo not drawn)	-2.3	-6.2	25.1	-0.9	-3.2	i	-7.3	-0.8	-9.3	-1.8
Cc1ccc([C@H]2C[C@H](O)[C@@H](n3cc(-c4ccc(F)cc4)nn3)CN2CC2CCCCC2)cc1	0.7	3.0	7.7	-7.2	0.8	i	-0.9	-1.0	.	1.2
Clc1ccc(/C=C/c2ncc3ccccn23)cc1	-5.0	1.7	14.2	-38.6	1.0	i	-3.9	-0.6	-4.7	25.2
CCOC(=O)c1nc(NCc2cccc(OC)c2)c2ccccc2n1	-11.6	-2.3	7.3	10.4	0.6	i	-2.3	0.7	-1.3	-4.1
Cn1c(SCC(=O)N2CCN(C(=O)c3ccco3)CC2)nnc1-c1ccc(NS(C)(=O)=O)cc1	-2.0	-1.2	-1.9	15.4	-0.5	i	-0.8	0.3	7.2	-3.6
CCC1=C(C)CN(C(=O)NCCc2ccc(S(=O)(=O)NC(=O)NC3CCC(C)CC3)cc2)C1=O (stereo not drawn)	2.8	-0.2	-11.6	-4.7	-0.1	i	10.5	0.0	-8.8	2.6
CCc1c(C(=O)Nc2nnc(C3CC3)s2)csc1C	7.8	-1.4	-19.8	-0.5	-0.1	i	2.6	0.3	0.2	-3.7

# Next part; the last 2 above are carried over.
Compound	DNMT1 block	STEP block	SKN-1 inh	NRP1-CendR mod	LMPTP block	Neddylation inh	SUMO1 PPI mod	TbMetRS inhib	Scp-1 inhibitor	NadD inh
CCC1=C(C)CN(C(=O)NCCc2ccc(S(=O)(=O)NC(=O)NC3CCC(C)CC3)cc2)C1=O (stereo not drawn)	2.8	-0.2	-11.6	-4.7	-0.1	i	10.5	0.0	-8.8	2.6
CCc1c(C(=O)Nc2nnc(C3CC3)s2)csc1C	7.8	-1.4	-19.8	-0.5	-0.1	i	2.6	0.3	0.2	-3.7
COc1ccc(S(=O)(=O)N2CCCCC2)cc1NC(=O)Cc1cccs1	-0.6	1.5	11.3	2.0	-0.9	i	2.3	0.0	-0.2	-9.0
COC(=O)C1=C(CS(=O)(=O)c2ccc(OC)c(OC)c2)NC(=O)NC1c1ccc(O)c(OC)c1 (stereo not drawn)	1.5	-1.4	3.1	4.6	0.1	i	6.1	0.1	-9.6	0.9
Cn1c(Cc2cccs2)nnc1SCC(=O)Nc1ccccc1F	0.0	1.3	5.5	-6.1	-2.8	i	5.0	-0.2	-11.4	-5.2
COc1cc(C(=O)NCC2CCCN2S(=O)(=O)c2cccs2)cc(OC)c1OC (stereo not drawn)	2.2	-2.3	2.6	-3.2	0.2	i	1.2	-0.4	-4.8	-6.4
O=C1CCCC2=C1C(c1ccco1)Nc1ccc3ccccc3c12 (stereo not drawn)	103.2*	3.8	-0.6	-16.2	12.4	+	14.6	-0.7	74.0*	11.6
CCN(CC)c1c([N+](=O)[O-])c(=O)sc2ccccc12	0.6	-3.8	-1.5	8.5	-2.1	i	1.9	-0.3	-8.1	-1.8
COc1cccc(-c2nc(CS(=O)(=O)CC(=O)NCc3ccccc3)c(C)o2)c1	-1.2	1.1	4.1	6.7	-0.5	i	2.5	-0.4	-4.8	-4.3
Cc1ccsc1C1C(C(=O)O)c2ccccc2C(=O)N1C (stereo not drawn)	-3.5	1.2	17.6	5.5	-0.9	i	2.2	-0.2	3.2	-4.3
CCOC(=O)N1CCN(C(=O)COC(=O)CSc2ccc([N+](=O)[O-])cc2)CC1	3.0	2.1	28.7	-10.2	-0.8	i	-27.3	-0.4	-2.3	11.5
CN(C(=O)COC(=O)c1ccc(=O)n(Cc2ccccc2)n1)c1ccccc1	-4.3	-0.6	-3.8	7.7	1.1	i	-4.8	-0.1	-5.7	1.0
C#CCSc1n[nH]c(-c2ccco2)n1	4.0	-1.6	-2.7	2.0	-2.3	i	-2.3	-1.0	-7.7	-2.8
CCC(=O)Nc1ccc(C(=O)CSc2nc3ccccc3cc2CC)cc1	-9.0	0.1	-5.7	5.3	3.0	i	-0.6	-0.4	6.7	1.7
O=C(c1cc2ccccc2oc1=O)N(Cc1ccc(F)cc1)C1CCS(=O)(=O)C1 (stereo not drawn)	-1.4	-1.3	16.7	6.7	-1.4	i	-4.3	0.4	-7.9	2.5
CCOc1ccc(C2CC(=O)NC3=C2C(=O)CCC3)cc1 (stereo not drawn)	-0.5	0.4	29.5	16.9	-1.9	i	-1.6	-1.1	-4.3	1.6
CCn1cc(C(=O)O)c(=O)c2cc(F)c(N3CCN(C(=S)NC(=O)c4ccccc4F)CC3)cc21	-0.5	2.4	-10.1	-5.4	69.6*	i	-6.9	-0.3	-12.3	3.3
O=C(COC(=O)/C=C/c1ccc(Cl)cc1)Nc1ccc2[nH]c(=O)[nH]c2c1	21.3	1.9	6.7	-5.8	2.3	i	1.1	-0.2	-2.0	1.8
Cc1ccc(-n2nnnc2CN2CCCCC2)cc1	1.2	-0.8	-0.1	-3.8	-1.1	i	-0.1	-0.8	7.4	-1.5
COc1ccc(-n2c(SCC(=O)Nc3nccs3)nc3sc4c(c3c2=O)CCN(C)C4)cc1	45.4	1.9	7.2	-15.1	42.2	i	-7.1	-0.4	1.1	24.0
CCNC(=O)COC(=O)c1cc(S(=O)(=O)N2CCCc3ccccc32)ccc1Cl	-7.2	0.3	3.1	7.2	-0.3	i	-1.2	-0.5	-12.3	-5.2
CCN(C(=O)C1CSC2(C)CCC(=O)N12)c1nc2c(C)cccc2s1 (stereo not drawn)	8.6	-2.1	-3.8	2.0	-0.3	i	1.7	-0.9	-3.5	-7.4
CCC(C)n1cnc2c(=O)oc3ccccc3c21 (stereo not drawn)	-3.4	-0.9	11.8	-1.9	-0.4	i	-0.3	-0.5	3.5	-4.3
C[C@@H]1CCCCO[C@H](CN(C)Cc2ccc(C(F)(F)F)cc2)[C@H](C)CN([C@@H](C)CO)C(=O)c2cc(NC(=O)Cc3ccccc3)ccc2O1	-24.5	2.5	-13.4	-11.7	-2.1	i	0.8	-1.0	.	11.7
Cc1ccc(CCNS(=O)(=O)c2cnc[nH]2)cc1	-0.7	-12.5	4.0	-1.8	-0.6	i	-0.2	-1.6	-2.2	-0.2
O=C(C[C@H]1C/C=C/CC[C@@H](Cc2ccc(F)cc2)C(=O)O[C@@H](c2ccccc2)CNC1=O)NCCO	-0.3	2.3	-12.2	9.0	0.1	i	2.0	0.1	6.4	-6.8
CCN(CC)CCCC(C)NC(=O)c1cc(=O)c2ccccc2o1 (stereo not drawn)	-0.2	-1.0	-4.5	7.0	-1.9	i	-2.1	-0.1	-10.6	-5.0
O=C(O)COc1ccccc1Cc1ccccc1	3.1	4.5	-11.5	10.0	-1.6	i	-3.4	-0.1	-3.3	0.2
Cc1cccnc1NC(=O)c1ccc2c(c1)NC(=O)C(C)S2 (stereo not drawn)	-0.6	-2.8	25.6	-2.1	-1.1	i	1.0	-0.5	-2.3	-1.0
O=C(CSc1nc(O)c(C2CCCCC2)c(=O)[nH]1)Nc1ccc(F)cc1	1.1	2.0	4.8	-9.9	-4.6	i	1.5	0.9	-15.1	-0.4

# Source: PubChem
